Compound activity deposited in PubChem BioAssay by several laboratories.
MrgX1 antagonist – antagonists of human MrgX1 receptor; MRGX1-HEK293 calcium flux, Fluo-4, BAM8-22 antagonism; active compounds read low; AID 588676; hit rate 1.3% among 310,000; Q96LB2; B-score at 10 µM;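 active means calcium-response B-score plate-corrected more than 3 library SD below zero, starting fluorescence within 5 deviations, no agonist response on first addition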;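 further: peak minus trough fluorescence over baseline after final BAM8-22 challenge near maximal dose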
SKKanGAS inh – blocks kanamycin growth of S. pyogenes SKKanGAS strain; BacTiter-Glo, 6 h; inhibition, % at 7.5 µM; hit rate 1.3% among 300,000; AID 1662;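 active means mean replicate score, as percent of positive control median, at least 50; inconclusive means mean below 50 but one replicate at or above 50; inactive means mean and every replicate below 50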;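 further: strain carries kanamycin resistance gene driven by streptokinase promoter and grows in 40 µg/ml kanamycin; loss of luminescence reflects streptokinase promoter inhibition or plain growth inhibition; 0% = median of DMSO wells and 100% = positive control at its reference dose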
IEC-6 cytotox – kills IEC-6 intestinal cells in KLF5 counter-screen | IEC-6 cytotoxicity, luminescence viability | inhibition, % at 5 µM | hit rate 0.78% among 290,000 | AID 1825; in the data active means inhibition above about 22%;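 further: 0% = plate median of test compound wells and 100% = cytotoxic reference compound wells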
TRPC4 act – opens the mouse TRPC4 cation channel; Q9QUQ5; HEK293 TRPC4beta/mu-opioid, Fluo4 calcium fluorescence; active compounds read high; B-score at 10 µM; hit rate 0.49% among 310,000;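 active means B-score above 5 SD of library B-scores, and initial fluorescence ratio not above library mean plus 5 SD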;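 further: positive B-score marks a calcium rise read as TRPC4 activation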
Target sequence (Q9QUQ5 whole entry, looked up): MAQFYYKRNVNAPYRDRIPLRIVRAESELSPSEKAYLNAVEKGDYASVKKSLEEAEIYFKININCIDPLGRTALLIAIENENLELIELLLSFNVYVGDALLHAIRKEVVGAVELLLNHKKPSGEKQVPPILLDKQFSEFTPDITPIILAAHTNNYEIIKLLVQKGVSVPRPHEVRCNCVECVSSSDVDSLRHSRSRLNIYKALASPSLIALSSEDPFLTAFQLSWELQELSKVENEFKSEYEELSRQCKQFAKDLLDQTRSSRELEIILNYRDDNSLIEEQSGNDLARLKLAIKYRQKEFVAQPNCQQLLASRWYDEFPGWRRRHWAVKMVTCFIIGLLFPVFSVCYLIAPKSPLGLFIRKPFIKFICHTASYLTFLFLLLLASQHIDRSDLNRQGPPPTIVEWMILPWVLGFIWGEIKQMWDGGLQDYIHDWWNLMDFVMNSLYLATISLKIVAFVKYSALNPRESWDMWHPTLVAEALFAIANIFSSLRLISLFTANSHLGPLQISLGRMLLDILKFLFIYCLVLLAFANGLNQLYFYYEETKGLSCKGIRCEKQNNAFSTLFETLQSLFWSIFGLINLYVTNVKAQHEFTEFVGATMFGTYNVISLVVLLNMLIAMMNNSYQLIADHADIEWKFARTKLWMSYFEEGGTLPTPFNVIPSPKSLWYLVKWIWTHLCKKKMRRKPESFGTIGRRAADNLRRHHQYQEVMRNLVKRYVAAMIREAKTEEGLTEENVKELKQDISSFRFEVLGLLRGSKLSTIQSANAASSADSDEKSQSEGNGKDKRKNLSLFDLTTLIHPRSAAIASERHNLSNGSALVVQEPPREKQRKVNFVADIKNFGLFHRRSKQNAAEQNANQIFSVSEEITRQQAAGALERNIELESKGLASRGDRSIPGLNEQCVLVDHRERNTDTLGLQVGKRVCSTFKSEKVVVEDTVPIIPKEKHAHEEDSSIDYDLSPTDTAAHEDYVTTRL
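Assay system: HEK293 stable line with TRPC4beta plus mu-opioid receptor; schedule: 45 min room-temperature Fluo4 loading, 110 s read; technique: kinetic Fluo4 calcium fluorescence; evaluation: integrated baseline-normalised fluorescence ratio, converted to per-well B score; controls: buffer (low) and maximal DAMGO (high)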
TRPC6 activator – mouse TRPC6 channel activation; AID 2550; hit rate 0.13% among 310,000; B-score at 10 µM; Q61143; HEK293-TRPC6 membrane potential dye fluorescence; active compounds read high;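 active means B-score of the integrated fluorescence ratio above library mean plus 3 SD, and starting fluorescence ratio within library mean plus 5 SD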;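 further: higher score means more depolarization so channel activation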
TRPC4 potent – TRPC4 (mouse) allosteric potentiation; B-score at 10 µM; hit rate 0.42% among 310,000; AID 2227; HEK293 TRPC4beta/mu-opioid, DAMGO EC20, Fluo-4 Ca2+ flux; active compounds read high;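 active means B-score of calcium response area above 5 SD of library B-scores, with initial fluorescence ratio within 5 SD of library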;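 further: B-score of integrated fluorescence ratio over time as area under calcium response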
KLF5 inhibitor – kruppel-like factor 5 inhibition | DLD-1 KLF5 promoter-luciferase reporter, luminescence | inhibition, % at 5 µM | AID 1700 | hit rate 0.23% among 290,000;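 active means inhibition above a per-plate limit of that plate's mean compound inhibition plus 3 SD, cut at about 60% in these data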;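 further: 0% = DMSO wells and 100% = LY294002 at 200 µM; higher means less KLF5 promoter-driven luciferase light; inactives centre near -14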
TRPC4 inh – TRPC4 (mouse) channel inhibition | AID 2247 | hit rate 0.39% among 300,000 | B-score at 10 µM | HEK293 TRPC4beta/mu-opioid, DAMGO-evoked Fluo4 calcium flux; active compounds read low;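 active means B-score over 3 SD under the library average, no early fluorescence shift, positive overall ratio signal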
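System: stable TRPC4beta/mu-opioid receptor HEK293 cells; Dosing: single-point compound dosing; Measured by: Fluo4 Ca2+ flux fluorescence; Read-out basis: per-well B score of integrated baseline-normalized Fluo4 ratio.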
aSyn 5UTR inh – MLPCN primary screen, SNCA 5' untranslated region; alpha-synuclein 5'UTR reporter, inhibitor activity; inhibition, % (tested at 7.5 µM); hit rate 0.82% among 300,000; AID 1813; in the data active means inhibition above about 60%; inconclusive means no clear call, values can overlap the other calls;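 further: H4 neuroglioblastoma cells stably carrying SNCA 5'UTR luciferase fusion; 0% = DMSO wells and 100% = positive control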
TRPC6 inhibitor – blocks the mouse TRPC6 cation channel; Q61143; HEK293-TRPC6, membrane potential dye, ACh-evoked depolarization; active compounds read low; B-score at 10 µM; hit rate 1.1% among 310,000; AID 2553;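 active means B-score under library mean minus 3 SD, initial fluorescence not abnormally high, positive integrated signal ratio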;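 further: B-score derived from integrated fluorescence ratio over the kinetic read; more negative B-score means stronger inhibition of depolarization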
HIF act – HIF pathway transcriptional activation. activation, % at 7.5 µM (by protocol). hit rate 0.32% among 300,000. AID 1910. U2OS HRE-luciferase reporter, luminescence; normalized: DMSO 0%, desferrioxamine 100%;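 active means mean activation of at least 10% of the iron chelator positive control signal, with at least half of replicates also reaching 10%; inconclusive means mean and replicate majority disagree about reaching 10%; inactive means mean and most replicates under 10%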
Active calls of the source: *; i = inactive; u = inconclusive; x = not tested or not shown. Not a hit list (roughly 5.8% active in at least one column).

The opening six entries (preview)
SMILES	MrgX1 antagonist	SKKanGAS inh	IEC-6 cytotox	TRPC4 act	TRPC6 activator	TRPC4 potent	KLF5 inhibitor	TRPC4 inh	aSyn 5UTR inh	TRPC6 inhibitor	HIF act
O=C(/C=C/c1cccc(Br)c1)c1ccc2c(c1)OCO2	i	28	-3	i	i	i	-42	i	-72	i	0.7
COc1ccc(N2CC(C(=O)Nc3nnc(SCCC4OCCO4)s3)CC2=O)cc1 (stereo unspecified)	i	10	-6	i	i	i	-56	i	8	i	0.3
c1ccc(Cn2ncc3ccccc32)cc1	i	-5	1	i	i	i	-12	i	11	i	-0.1
Cc1ccccc1CN(C)C(=O)COC(=O)CSc1ccc([N+](=O)[O-])cc1	i	-1	x	i	i	i	x	i	-17	i	0.8
CCc1nccn1C(=O)c1cnn2c(C(F)F)cc(-c3ccccc3)nc12	i	0	4	i	i	i	-16	i	25	i	-2.0
COc1cc(OC)c(C(=O)OCC(=O)N(Cc2ccccc2)C(C)(C)C)cc1OC	i	1	6	i	i	i	-13	i	6	i	-1.2

The listing (from the top)
SMILES	MrgX1 antagonist	SKKanGAS inh	IEC-6 cytotox	TRPC4 act	TRPC6 activator	TRPC4 potent	KLF5 inhibitor	TRPC4 inh	aSyn 5UTR inh	TRPC6 inhibitor	HIF act
O=C(/C=C/c1cccc(Br)c1)c1ccc2c(c1)OCO2	i	28	-3	i	i	i	-42	i	-72	i	0.7
COc1ccc(N2CC(C(=O)Nc3nnc(SCCC4OCCO4)s3)CC2=O)cc1 (stereo unspecified)	i	10	-6	i	i	i	-56	i	8	i	0.3
c1ccc(Cn2ncc3ccccc32)cc1	i	-5	1	i	i	i	-12	i	11	i	-0.1
Cc1ccccc1CN(C)C(=O)COC(=O)CSc1ccc([N+](=O)[O-])cc1	i	-1	x	i	i	i	x	i	-17	i	0.8
CCc1nccn1C(=O)c1cnn2c(C(F)F)cc(-c3ccccc3)nc12	i	0	4	i	i	i	-16	i	25	i	-2.0
COc1cc(OC)c(C(=O)OCC(=O)N(Cc2ccccc2)C(C)(C)C)cc1OC	i	1	6	i	i	i	-13	i	6	i	-1.2
CCCc1cc(=O)oc2cc(C)cc(OC(C)C(=O)N[C@@H](Cc3c[nH]c4ccccc34)C(=O)O)c12 (stereo partly specified)	i	2	5	i	i	i	-9	i	4	i	0.1
Cc1cc(N2CCCC2=O)c(N)cc1N	i	0	-5	i	i	i	-20	i	-7	i	x
O=CN/N=C/c1c(O)ccc2ccccc12	-5*	32	-4	i	i	i	-9	i	50	i	-0.6
CC(=O)c1cccc(NC(=O)N2CCCCCC2)c1	i	-8	-3	i	i	i	-33	i	-6	i	-0.5
CCc1cccc(CC)c1NC(=O)Cn1c(-c2ccccc2Cl)nc2ccccc21	i	-1	0	i	i	i	-17	i	-34	i	0.9
Cc1ccc(NC(=O)CSCc2cc(=O)n3nc(C4CC4)sc3n2)cc1	i	-3	-2	i	i	i	-28	i	8	i	0.3
CCn1c(=O)c(CCC(=O)NCCN2CCOCC2)c(C)c2c(C)nn(-c3cccc(C)c3)c21	i	1	-5	i	i	i	-23	i	15	i	0.3
CCCNc1nc(Cl)nc(Nc2ccc(Cl)cc2)n1	i	5	-4	i	i	i	-37	i	-63	i	1.8
CCCCC(=O)Nc1nc(C)c(-c2csc(Nc3ccccc3OC)n2)s1	i	15	6	i	i	i	-26	i	23	i	1.2
Cc1cc(CN2CCCC(C(=O)Nc3ccc(-c4nc5ccccc5[nH]4)cc3)C2)n[nH]1 (stereo unspecified)	i	2	6	i	i	i	-43	-5*	-121	i	1.6
CCOc1ccc(Cn2nnc(C(=O)NCCc3ccccc3)c2N)cc1	i	4	-12	i	i	i	-27	i	-51	i	1.3
COCCn1nnnc1C(c1cc2ccc(C)cc2[nH]c1=O)N(Cc1ccco1)Cc1cccs1 (stereo unspecified)	i	-1	0	i	i	i	-5	i	36	i	-0.3
NC(=O)c1ccc(N2CCCCCC2)c([N+](=O)[O-])c1	-5.7*	5	1	i	i	i	-16	i	-10	i	0.0
O=C1OCc2nc3cc4c(cc3c(-c3ccc(F)cc3)c21)OCO4	i	2	-10	i	i	i	-34	i	11	i	1.1

Three entries out of the list, arranged by formula weight, highest first.
SMILES	MrgX1 antagonist	SKKanGAS inh	IEC-6 cytotox	TRPC4 act	TRPC6 activator	TRPC4 potent	KLF5 inhibitor	TRPC4 inh	aSyn 5UTR inh	TRPC6 inhibitor	HIF act
COCCn1nnnc1C(c1cc2ccc(C)cc2[nH]c1=O)N(Cc1ccco1)Cc1cccs1 (stereo unspecified)	i	-1	0	i	i	i	-5	i	36	i	-0.3
O=C1OCc2nc3cc4c(cc3c(-c3ccc(F)cc3)c21)OCO4	i	2	-10	i	i	i	-34	i	11	i	1.1
NC(=O)c1ccc(N2CCCCCC2)c([N+](=O)[O-])c1	-5.7*	5	1	i	i	i	-16	i	-10	i	0.0

Carrying on.
SMILES	MrgX1 antagonist	SKKanGAS inh	IEC-6 cytotox	TRPC4 act	TRPC6 activator	TRPC4 potent	KLF5 inhibitor	TRPC4 inh	aSyn 5UTR inh	TRPC6 inhibitor	HIF act
CCN(C(=O)CSc1nnc2ccccn12)c1c(N)n(Cc2ccccc2)c(=O)[nH]c1=O	i	-6	-1	i	i	i	-4	i	-4	i	0.3
O=C(CSc1nc2ccccc2n1CC(=O)N1CCCC1)NCc1ccc2c(c1)OCO2	i	-5	-5	i	i	i	3	i	25	i	x
COc1ccccc1C(=O)Nc1ccc2[nH]ncc2c1	i	-3	-2	i	i	i	-40	i	-52	i	-0.8
CCCCNC(=O)/C(=C/c1ccccc1)NC(C)=O	i	0	-2	i	i	i	-30	i	-12	i	-0.1
COc1ccc(CN(C(=O)c2cccs2)c2ccccc2C(=O)O)cc1	i	-6	1	i	i	i	-2	i	12	i	-0.7
Cn1c(COc2ccccc2Br)nc2ccccc21	i	13	11	i	i	i	-238	i	-145	i	3.4
COc1cc(OC)cc(C(=O)Nc2nc(-c3ccccc3)c(-c3ccccc3)o2)c1	i	90*	-2	i	i	i	13	i	44	i	0.2
O=C(COC(=O)c1ccccc1SCC(=O)NC1CCS(=O)(=O)C1)NC1CCS(=O)(=O)C1 (stereo unspecified)	i	-3	-1	i	i	i	1	i	2	i	-0.2
CCOc1ccc(NS(=O)(=O)c2ccc(OCC(=O)NCCCOC)cc2)cc1	i	3	-4	i	i	i	-29	i	21	i	-0.3
COC(=O)CCCCCCCCC(O)CN(C)C (stereo unspecified)	i	-5	0	i	i	i	-10	i	6	i	-0.2
Nn1c(=S)[nH]nc(Cc2ccc(O)cc2)c1=O	i	1	-2	i	i	i	-9	i	16	i	-1.7
CCN1CCN(C(c2ccccc2)c2sc3nc(C)nn3c2O)CC1 (stereo unspecified)	i	-6	x	i	i	i	x	i	13	i	-0.1
O=C(NC1CCCCC1)c1cc(Cl)ccc1[N+](=O)[O-]	i	6	3	i	i	i	-17	i	8	i	-1.8
CCOC(=O)c1c(-c2ccc(C)cc2)csc1NC(=O)C1CCCO1 (stereo unspecified)	i	5	5	i	i	i	-31	i	1	i	0.1
O=C1c2ccccc2C(=O)N1Cc1nc2ccccc2o1	i	x	-1	i	i	i	-3	i	x	i	x
O=C(CSCc1ccccc1)NC1CCSC1=O (stereo unspecified)	i	3	-5	i	i	i	-24	i	-14	i	0.5
CN(CC1CCCO1)S(=O)(=O)c1ccc(C(=O)Nc2ccccc2F)cc1 (stereo unspecified)	i	u	-6	i	i	i	-22	i	-15	i	0.3
Cc1ccc(CSc2nc3ccncc3[nH]2)cc1	i	19	7	i	i	i	53	i	73*	i	-2.2
COc1ccc(S(N)(=O)=O)cc1C(=O)NCC1(N2CCCCC2)CCCCC1	i	-12	-6	i	i	i	-5	i	-6	i	0.2
CC(SC(=S)N1CCCC1)C(=O)O (stereo unspecified)	i	-1	-4	i	i	i	4	i	-9	i	0.0
COc1ccc(CN2CCC(=O)N([C@H](CO)c3ccccc3)CC2)cc1OC	i	-4	-3	i	i	i	-11	i	10	i	-0.6
COc1ccccc1N1CCN(C(c2ccc(C)cc2)c2nnnn2C(C)C)CC1 (stereo unspecified)	i	3	3	i	i	i	-20	i	-16	i	-0.3
c1ccc(COCCC2CO2)cc1 (stereo unspecified)	i	2	0	i	i	i	13	i	-6	i	-0.1
COc1ccccc1OCC(=O)Nc1ccc2c(c1)n(C)c(=O)n2C	i	-13	10	i	i	i	2	i	11	i	-0.2
C/C(=N\NC(=O)c1ccccc1)c1ccccc1F	i	-2	6	i	i	i	-22	i	-88	i	1.5
Cc1cc(C)cc(OCC(=O)NNC(=O)CCN2C(=O)c3ccccc3C2=O)c1	i	-3	1	i	i	i	-12	i	6	i	0.1
CCC1=Nc2cc(C(=O)NCC3CCCO3)ccc2Sc2ccc(Br)cc21 (stereo unspecified)	i	5	28*	i	i	i	9	i	-59	i	2.8
N#Cc1nc(-c2cccc3ccccc23)oc1NCC1CCCO1 (stereo unspecified)	i	1	2	i	i	i	-29	i	-50	i	2.6
COc1cccc(NS(=O)(=O)c2ccc3[nH]cc(C(=O)NCCC(C)C)c(=O)c3c2)c1	i	16	4	i	i	i	-13	i	6	i	-0.4
COc1ccc2c(c1OC)C(=O)OC2Nc1nc(-c2cc3ccccc3oc2=O)cs1 (stereo unspecified)	i	12	-5	i	i	i	-109	i	-24	i	0.8
CC(C)(C)NC(=O)C1CC(=O)OC12CCOC(C)(C)C2 (stereo unspecified)	i	-10	1	i	i	i	-12	i	9	i	-48
O=C(NCC1CCCO1)C1CCN(CC2CCCCC2)CC1 (stereo unspecified)	i	-10	-2	i	i	i	-12	i	-20	i	-0.1

Entries of single compounds, quoted from the list. Values in the order: MrgX1 antagonist	SKKanGAS inh	IEC-6 cytotox	TRPC4 act	TRPC6 activator	TRPC4 potent	KLF5 inhibitor	TRPC4 inh	aSyn 5UTR inh	TRPC6 inhibitor	HIF act
Cc1cc(C)cc(OCC(=O)NNC(=O)CCN2C(=O)c3ccccc3C2=O)c1 is listed as i	-3	1	i	i	i	-12	i	6	i	0.1
CC(C)(C)NC(=O)C1CC(=O)OC12CCOC(C)(C)C2 (stereo unspecified) is listed as i	-10	1	i	i	i	-12	i	9	i	-48
O=C(NCC1CCCO1)C1CCN(CC2CCCCC2)CC1 (stereo unspecified) is listed as i	-10	-2	i	i	i	-12	i	-20	i	-0.1
